# From PubChem
# TRb SRC2 PPI – disrupts binding of human TR beta to SRC2; P10828; TRbeta-SRC2 peptide binding, fluorescence polarization; receptor liganded with 1 µM T3; Potency, µM (series often up to 106 µM), for the others: top-dose activity change, negative = inhibition, usual class: inhibitors; 0.065% of 280,000 active; AID 1469;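 note: potency is the fitted concentration of half-maximal effect; plate controls were bound peptide for no effect and peptide without receptor for full effect; nearly all actives have a fitted effect of over 50% in size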
# Target sequence (P10828 whole entry, looked up): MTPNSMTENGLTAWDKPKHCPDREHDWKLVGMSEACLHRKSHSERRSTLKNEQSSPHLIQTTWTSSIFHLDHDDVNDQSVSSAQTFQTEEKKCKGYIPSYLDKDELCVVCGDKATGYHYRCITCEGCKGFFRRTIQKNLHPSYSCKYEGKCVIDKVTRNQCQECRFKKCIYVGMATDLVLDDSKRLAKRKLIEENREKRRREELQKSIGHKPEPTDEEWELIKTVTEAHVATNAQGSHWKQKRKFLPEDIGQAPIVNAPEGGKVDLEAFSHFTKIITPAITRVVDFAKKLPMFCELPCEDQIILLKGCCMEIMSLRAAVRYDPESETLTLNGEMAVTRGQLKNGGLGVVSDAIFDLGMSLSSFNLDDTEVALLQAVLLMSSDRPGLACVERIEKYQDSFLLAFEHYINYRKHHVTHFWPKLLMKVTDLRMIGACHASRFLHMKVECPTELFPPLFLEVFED
#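 TRb LBD 0.6 uM + Texas Red SRC2 peptide 20 nM, 1 uM T3, Tris buffer w/ 5% DMSO; compound pinned, 5 h RT; FP read ex 555/em 632; normalized to unbound and bound controls.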
# TR SRC2 fluor cs – counter-screen for TRb-SRC2 inhibitors: fluorescence interference | TRb/SRC2 Texas Red total fluorescence interference | Potency, µM (top dose mostly 106 µM), without a hit: top-dose fluorescence change, negative = quenching | 0.29% of 280,000 active | AID 1479; active = well fitted curve in either direction with a large enough effect; inconclusive = small, poorly fitted or top-dose-only effect; note: potency is the fitted concentration of half-maximal effect; % is set by controls: 0 for no effect and ±100 for the full control effect
#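 Flags fluorescent or light-absorbing compounds by total fluorescence, S + 2P, at 555 nm excitation and 632 nm emission. Mixture: 20 nM Texas Red SRC2 peptide, 0.6 uM human TRb LBD, 1 uM T3, 5% DMSO; compound exposure 5 h at ambient temperature.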
# GLA spleen mod – inhibits or activates alpha-galactosidase in human spleen homogenate; 0.008% of 240,000 active; P06280; Potency, µM (highest dose often 80 µM), for inactives: at the top dose activity change, negative = inhibition, hits mostly inhibitors; human spleen homogenate, 4MU-alpha-Gal fluorescence, 40 min; AID 2107;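 note: potency is the fitted concentration of half-maximal effect; 0% = enzyme with vehicle and -100% = no enzyme basal signal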
#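 Inhibition or activation of alpha-galactosidase in human spleen homogenate is scored by 4-MU fluorescence after 40 min at 37C, pH 5.0, with 1 mM substrate. AC50s come from concentration-response fitted to the Hill equation.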
# NPSR antag – blocks cAMP signaling of the human neuropeptide S receptor; Q6W5P4; CHO-NPSR cells, cAMP TR-FRET, antagonist mode; Potency, µM (top dose mostly 38.3 µM), for the others: at the highest dose activity change, negative = inhibition, hits mostly inhibitors; 1% of 220,000 active; note: potency is the fitted concentration of half-maximal effect; % is set by controls: 0 for no effect and ±100 for the full control effect; nearly all actives have a fitted effect of over 50% in size; many of its hits are not listed in these tables
# Epigenetic reg – regulators of epigenetic silencing causing reporter derepression in mouse cells; 0.2% of 280,000 active; murine LDR cells, GFP reporter derepression, 30 h; Potency, µM (doses to about 53.9 µM), without a hit: top-dose GFP activation, hits mostly activators; note: potency is the fitted concentration of half-maximal effect; % of control where 0% means no effect; nearly all actives have a fitted effect of over 60% in size
#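 Reporter derepression read as number of fluorescent GFP-positive objects, 20-120 um in size, counted by laser-scanning cytometer. Mouse LDR line with an epigenetically silenced CMV-GFP locus; compound incubation 30 h, 37 C.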
# Tau fluor cs – counter-screen for tau fibril formation inhibitors | Potency, µM (doses to about 57.7 µM), for the others: top-dose activity change, negative = decrease | tau K18 P301L (four-repeat tau fragment) Alexa594 fluorescence, heparin fibrillization | 0.93% of 280,000 active | AID 1463; note: potency is the fitted concentration of half-maximal effect; % is set by controls: 0 for no effect and ±100 for the full control effect; nearly all actives have a fitted effect of over 55% in size
#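 Human K18 P301L tau (15 uM unlabeled plus 0.24 uM Alexa 594-labeled, final) in 100 mM sodium acetate pH 7 was mixed with compound and 20 uM heparin and incubated 6 hr at 37 C.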
# CBFb-RUNX1 inh – CBF-beta/RUNX1 interaction disruption | AlphaScreen CBFb-His/RUNX1-biotin binding, biochemical | Potency, µM (highest dose often 59.8 µM), for the others: top-dose activity, negative = inhibition, most hits filed as inhibitors | 230,000 tested, under 10 active; note: % of control where 0% means no effect
# Target sequence (Q01196 whole entry, looked up): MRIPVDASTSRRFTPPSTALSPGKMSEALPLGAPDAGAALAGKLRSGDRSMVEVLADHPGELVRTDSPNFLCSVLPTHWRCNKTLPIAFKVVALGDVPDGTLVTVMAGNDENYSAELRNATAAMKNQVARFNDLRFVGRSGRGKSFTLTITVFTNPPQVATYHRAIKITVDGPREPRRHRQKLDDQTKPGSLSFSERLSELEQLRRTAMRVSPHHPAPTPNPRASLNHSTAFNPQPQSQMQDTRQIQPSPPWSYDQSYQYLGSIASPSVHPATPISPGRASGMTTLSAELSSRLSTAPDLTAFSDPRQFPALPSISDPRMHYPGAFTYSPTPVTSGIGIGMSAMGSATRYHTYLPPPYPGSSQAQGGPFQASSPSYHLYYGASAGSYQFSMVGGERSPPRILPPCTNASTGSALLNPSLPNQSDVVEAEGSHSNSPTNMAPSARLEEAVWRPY
# Target sequence (Q13951 whole entry, looked up): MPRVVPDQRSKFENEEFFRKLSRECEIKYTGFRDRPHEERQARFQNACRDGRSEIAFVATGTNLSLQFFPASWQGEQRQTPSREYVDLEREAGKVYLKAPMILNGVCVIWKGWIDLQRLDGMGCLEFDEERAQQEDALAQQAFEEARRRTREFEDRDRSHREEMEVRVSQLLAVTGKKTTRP
#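 AlphaScreen proximity signal reports loss of binding between His-tagged CBF-beta and biotin-labelled RUNX1, each at 30 nM. Proteins are pre-associated for 20 minutes, compounds added for 15 minutes, then beads for 90 minutes, all at ambient temperature.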
# Tau fibril FP – tau fibrillization inhibition (FP) | 0.39% of 280,000 active | Potency, µM (highest dose often 57.7 µM), for inactives: top-dose activity, negative = inhibition, actives largely listed as inhibitors | P10636 | K18 P301L tau heparin fibrillization, Alexa594 FP, 6 h; note: potency is the fitted concentration of half-maximal effect; % is set by controls: 0 for no effect and ±100 for the full control effect; nearly all actives have a fitted effect of over 55% in size
#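 Quantitative HTS format: compounds meet 15 uM recombinant K18 P301L tau and Alexa 594-tau tracer in 100 mM sodium acetate pH 7; 20 uM heparin triggers fibrillization at 37 C over 6 hr; FP gives the signal.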
# * hit, by the source's call; ? = inconclusive; nt = not tested or not shown; [ ] = remark or other dose. Unless noted, calls come from the whole dose curve; as a rule, active = well fitted curve in the direction sought with a large enough effect; inconclusive = small, poorly fitted or top-dose-only effect, or another doubt; inactive = no such curve, though single readings can be large; an effect the other way counts as inactive or inconclusive. An excerpt; count on the stated rates, not on these rows.
SMILES,TRb SRC2 PPI,TR SRC2 fluor cs,GLA spleen mod,NPSR antag,Epigenetic reg,Tau fluor cs,CBFb-RUNX1 inh,Tau fibril FP
N#CCSc1nc2c(c(C3CC=CCC3)c1C#N)CCC2 (stereo not given),-5%,2%,18%,?,0.9%,-22%,?,-9%
Cn1c2c(c(=O)n(C)c1=O)C(c1ccccc1Cl)CC(=O)N2 (stereo not given),0%,-3%,-1%,-7%[46.1 µM],-0.2%,-3%,0%,5%
COc1cc(OC)c(NC(=O)CN2CCCN(Cc3ccccc3C)S2(=O)=O)cc1Cl,0%,-2%,nt,nt,-3.0%,-3%,nt,1%
CC(C)(C)c1nc(SCC(=O)Nc2ccc(N3CCOCC3)cc2)c2ccccc2n1,nt,nt,4%,-12%[46.1 µM],1.2%,-11%,2%,9%
N#C/C(=C\c1c(F)cccc1Cl)c1nn(-c2ccccc2)c(-n2cccc2)c1C#N,-2%,1%,-4%,?,0.2%,-5%,-5%,-6%
Cc1cccc(CN2CCC(C(N)=O)CC2)c1,2%,-2%,2%,1%[46.1 µM],-0.2%,-6%,0%,-6%
CCCCC(CCC(=O)O)(C(=O)OCC)c1csc(Nc2ccc(C)cc2)n1 (stereo not given),3%,-2%,2%,4%,-0.1%,-7%,-2%,-2%
O=C(c1cc2ccccc2oc1=O)N1CCSC1c1ccco1 (stereo not given),-18%,2%,?,7%[46.1 µM],-2.0%,-5%,8%,-6%
Cc1nn(C)c(C(=O)Nc2ccc(Br)cc2F)c1Br,-6%,-4%,6%,10%,-1.9%,23%,?,6%
Cc1cc(C)cc(NC(=S)NN)c1,1%,1%,-2%,5%,-1.4%,?,-10%,6%
N#Cc1ccccc1S(=O)(=O)N1CCCC(c2nc3c(nnn3Cc3cccc(Cl)c3)c(=O)[nH]2)C1 (stereo not given),-2%,-1%,nt,nt,1.3%,6%,nt,-4%
O=C(CSc1ccccc1)Nc1ccccc1C(=O)O,-5%,-1%,-4%,-12%[46.1 µM],-1.6%,-4%,-1%,-5%
COc1ccc(Br)cc1S(=O)(=O)NCCCN1CCOCC1,-3%,-5%,4%,-11%,5.7%,-5%,-1%,-7%
CCn1ccc2cc(S(=O)(=O)N3CCCN(C(=O)NCC(=O)OC)CC3)ccc21,-6%,-2%,nt,nt,1.7%,3%,nt,-3%
O=C1CSC(c2ccc(Cl)cc2)N1 (stereo not given),4%,1%,9%,5%[46.1 µM],-0.2%,-11%,0%,-5%
CC(C)c1ccc(NC(=S)NN2CCN(C)CC2)cc1,2%,-1%,7%,22%,-0.1%,-2%,-4%,-2%
Cc1c(C(=O)c2ccc(Cl)c(Cl)c2)cnc2cc3c(cc12)OCO3,-4%,-5%,-4%,-9%[46.1 µM],1.2%,-15%,10%,-2%
COc1ccc(CNC(=O)[C@H](C)[C@H]2C[C@]2(C)[C@H](NC(=O)OCc2ccccc2)c2ccccc2)cc1OC,6%,-5%,5%,nt,6.2%,-12%,-3%,5%
Cc1cc(C)nc(NC(=O)c2cccc([N+](=O)[O-])c2)c1,-5%,1%,1%,12%,-1.8%,-1%,-4%,-3%
O=C(Cc1ccc(NC(=O)N2CCCCc3ccccc32)cc1)NCc1cccc(Br)c1,0%,-8%,nt,nt,0.0%,-9%,nt,-6%

# Rewritten with values under each structure: entries from further up
# Every second line gives: TRb SRC2 PPI	TR SRC2 fluor cs	GLA spleen mod	NPSR antag	Epigenetic reg	Tau fluor cs	CBFb-RUNX1 inh	Tau fibril FP
CCCCC(CCC(=O)O)(C(=O)OCC)c1csc(Nc2ccc(C)cc2)n1 (stereo not given)
 : 3%	-2%	2%	4%	-0.1%	-7%	-2%	-2%
O=C(c1cc2ccccc2oc1=O)N1CCSC1c1ccco1 (stereo not given)
 : -18%	2%	?	7%[46.1 µM]	-2.0%	-5%	8%	-6%
Cc1nn(C)c(C(=O)Nc2ccc(Br)cc2F)c1Br
 : -6%	-4%	6%	10%	-1.9%	23%	?	6%

# Remaining list, next part
SMILES,TRb SRC2 PPI,TR SRC2 fluor cs,GLA spleen mod,NPSR antag,Epigenetic reg,Tau fluor cs,CBFb-RUNX1 inh,Tau fibril FP
Cc1cccc(-n2nc3c([n+]2[O-])CCc2nonc2-3)c1C,-1%,1%,-9%,10%,0.0%,-1%,-6%,-3%
COc1ccc(N(CC(=O)N/N=C/c2cccs2)S(=O)(=O)c2ccc(OC)c(OC)c2)cc1,-1%,-3%,-1%,-25%[46.1 µM],-3.5%,?,-7%,-9%
CCC1(c2ccc(Cl)cc2)NC(=S)N(c2ccccc2)N1 (stereo not given),4%,-7%,1%,-12%[46.1 µM],0.0%,-27%,-8%,-2%
Cc1cccc(CCNC(=O)CCNC(=O)Cn2ccc3ccccc3c2=O)c1,-13%,0%,-2%,4%,-1.0%,0%,7%,10%
CCOC(=O)CC(=O)CSc1nc(-c2cccnc2)ccc1C#N,10%,-6%,8%,-9%[46.1 µM],0.0%,-17%,8%,7%
CN(C(=O)CSc1nc(-c2ccccc2)no1)c1ccc(F)cc1,-1%,0%,nt,nt,-2.5%,-15%,nt,?
Cc1cccc2sc(NC(=O)C3CCCN(S(=O)(=O)c4cccc5nonc45)C3)nc12 (stereo not given),9%,?,2%,-20%[46.1 µM],?,-19%,-3%,8%
O=C(O)CCc1ccc(-c2ccc(F)cc2)n1CC1CCCO1 (stereo not given),3%,2%,?,-9%[46.1 µM],0.0%,-6%,-4%,6%
O=C(CNC(=O)c1ccc(F)cc1)OCc1cc(=O)n2nc(C3CCCCC3)sc2n1,1%,5%,nt,nt,0.0%,-7%,nt,-1%
CC(=O)Nc1c(C(=O)C2CC2)oc2ccccc12,-12%,-3%,7%,-6%[46.1 µM],-1.1%,-2%,6%,1%
COc1ccc(OC)c(C2C3=C(N=C4SCC(=O)N42)c2ccccc2CC3)c1 (stereo not given),7%,5%,-1%,?,?,-20%,?,?
CCOc1cc(/C=N/NC(=O)c2c(-c3ccccc3)noc2C)ccc1O,4%,-3%,1%,6%,-2.6%,-22%,1%,-17%
O=C(Cn1c(=O)sc2ccccc21)NCc1ccco1,-14%,-3%,7%,-6%[46.1 µM],-0.8%,0%,3%,0%
CC(=O)/C(=C/c1ccc(N(C)C)cc1)C(=O)c1ccccc1,-4%,-4%,2%,-2%,-1.0%,?,5%,6%
CCN(CC)S(=O)(=O)c1ccc(N2CCOCC2)c(NC(=O)c2cnccn2)c1,9%,-3%,-18%,-11%,0.0%,-13%,-2%,-4%
COCCNC(=O)c1ccc2c3n(nc2c1)-c1ccc(Cl)cc1CO3,-3%,-3%,5%,9%,-0.2%,-1%,5%,9%
COc1ccc(-c2cc(=O)c3ccc(F)cc3[nH]2)cc1,7%,1%,1%[119 µM],nt,-0.9%[96.6 µM],-5%[81.3 µM],-8%[89.1 µM],4%[81.3 µM]
N#C/C(=C\N1CCOCC1)c1ccccc1,-3%,-2%,6%,-6%[46.1 µM],-7.1%,-2%,-1%,-4%
c1ccc(Cn2nnc3c(NCc4ccc5c(c4)OCO5)nc(C4CC4)nc32)cc1,-12%,2%,1%,-10%[46.1 µM],0.0%,3%,7%,4%
COc1ccc(CCNC(=O)c2cc3sccc3n2Cc2ccc(Cl)cc2)cc1OC,-7%,-1%,nt,nt,?,?,nt,-5%
Nc1c(-c2nc(-c3ccc(Cl)cc3)no2)nnn1-c1ccc(C(F)(F)F)c(Cl)c1,-9%,-2%,nt,nt,14%,-1%,nt,?
O=[N+]([O-])c1ccccc1CNC1CCCc2ccccc21 (stereo not given),4%,-2%,7%,-2%,1.2%,-9%,3%,-6%
Cc1nnc(NC(=O)CCC(=O)NCc2ccco2)s1,13%,0%,-1%,-20%[46.1 µM],8.4%,4%,-1%,0%
O=c1c2ccccc2c(C=Nc2cccc(S(=O)(=O)NCc3ccco3)c2)c(O)n1-c1ccc(Cl)cn1,-5%,-5%,-3%,-12%[46.1 µM],-0.9%,-8%,-5%,-3%
COc1ccc(NC(=O)CN2C(=O)CSc3ccc(S(=O)(=O)N(C)C)cc32)cc1OC,-7%,-1%,nt,nt,0.0%,-1%,nt,6%
Cc1cccc(N2CCN(C(=O)c3cnn(-c4ccccc4Cl)c3C3CCN(C(=O)OC(C)(C)C)CC3)CC2C)c1 (stereo not given),1%,-6%,nt,nt,2.1%,-4%,nt,-3%
O=C(NCCc1ccccc1)C(=O)NCC(c1cccnc1)N1CCN(c2ccccc2F)CC1 (stereo not given),-7%,?,nt,nt,0.0%,3%,nt,-1%
Cn1c(Cc2ccccc2)nnc1SCC(=O)N1CCCCC1,-1%,-2%,-3%,1%[46.1 µM],-2.0%,3%,6%,0%
Cc1nn(Cc2c(F)c(F)c(F)c(F)c2F)c(C)c1NC(=O)c1c([N+](=O)[O-])c(C)nn1C,-1%,1%,-5%,-7%[46.1 µM],-3.0%,-6%,3%,-15%
Cc1c(Cl)cccc1NC(=O)Cn1cccc1,-15%,-2%,6%,-2%[46.1 µM],-0.2%,-10%,2%,3%
c1csc(CNc2ncnc3nc[nH]c23)c1,-5%,0%,-2%,22%,1.1%,5%,-1%,14%
Cc1ccc(N2CC(NC(=O)c3ccc(Br)o3)CC2=O)cc1C (stereo not given),2%,-1%,nt,nt,-0.1%,10%,nt,6%
COc1ccc(N2CCN(C(=O)CCN3C(=O)c4ccccc4S3(=O)=O)CC2)cc1,-1%,2%,-1%,-8%[46.1 µM],-1.0%,-16%,2%,-8%
CCNC(=S)Nc1ccccc1-c1ccccc1,8%[53 µM],-2%[53 µM],-6%,6%,-1.3%,9%,11%,0%
CC(C)(C)SCCNC(=O)CN(c1ccc(F)cc1)S(C)(=O)=O,-1%,-8%,13%,-17%[46.1 µM],1.9%,3%,7%,-4%
CCCn1c(SCC(=O)Nc2ccccc2C(=O)OC)nc2c1c(=O)n(C)c(=O)n2C,-4%,-4%,-8%,-12%[46.1 µM],0.0%,-3%,5%,1%
COc1ccc(NC(=O)CSCC(=O)N2c3ccccc3CCc3ccccc32)cc1,11%,0%,5%,-19%,-1.1%,-17%,-3%,1%
CC1(NC(=S)N(CCO)CCO)CCS(=O)(=O)C1 (stereo not given),-7%,-2%,4%,21%,?,-3%,-11%,-3%
O=C(CSc1n[nH]c(-c2ccccc2)n1)Nc1ncccn1,1%,-3%,3%,-5%,-1.6%,5%,-1%,1%
